MEKK2 mut-MEK5: signal of MEK5 binding to mutant human MEKK2 PB1 domain; bead flow cytometry, Alexa488-MEK5 binding to MEKK2 mutant; percent response, % at 10 µM; 290,000 compounds, 0.35% hits; AID 1530; in the data active = percent response above about 24%, passing the limit was not always enough; also: inactives centre near 1; some results filed as inactive read as strong as hits; reference of the scale not given here
NALP1 inh: blocks the NALP1 inflammasome reconstituted in yeast; S. cerevisiae NALP1/ASC/caspase-1 growth, X-gal OD620, 72 h; inhibition, % at 10 µM; 280,000 compounds, 0.61% hits; AID 2071; in the data active = inhibition mostly above about 24%, no sharp cut-off; inactive = mostly below about 32%; also: some compounds called inactive have numbers as strong as hits
MEKK2 WT-MEK5: raises or lowers MEK5 binding to wildtype human MEKK2 PB1 domain; bead flow cytometry, Alexa488-MEK5 binding to MEKK2 WT; actives lie on both sides; binding response (% of control), % at 10 µM; 290,000 compounds, 1.1% hits; AID 1531; in the data active = binding response below about 67% or above about 130%
PHOSPHO1 inh: inhibitors of human PHOSPHO1 phosphatase; recombinant PHOSPHO1, absorbance phosphatase assay; inhibition, % at 13.3 µM; 290,000 compounds, 1.1% hits; AID 1565; in the data active = inhibition above about 60%
OXTR ag: activates the human oxytocin receptor; P30559; CHO-OTR cells, Fluo-8 calcium fluorescence; normalized: DMSO 0%, oxytocin 100%; activation, % at 3 µM; 320,000 compounds, 0.32% hits;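 active = activation above the mean of all tested compounds plus 3 SD, cutoff set per screening run, cut at about 20% in these data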;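 also: peak over basal fluorescence ratio from a 100 s FLIPR kinetic read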
Target sequence (P30559 whole entry, looked up): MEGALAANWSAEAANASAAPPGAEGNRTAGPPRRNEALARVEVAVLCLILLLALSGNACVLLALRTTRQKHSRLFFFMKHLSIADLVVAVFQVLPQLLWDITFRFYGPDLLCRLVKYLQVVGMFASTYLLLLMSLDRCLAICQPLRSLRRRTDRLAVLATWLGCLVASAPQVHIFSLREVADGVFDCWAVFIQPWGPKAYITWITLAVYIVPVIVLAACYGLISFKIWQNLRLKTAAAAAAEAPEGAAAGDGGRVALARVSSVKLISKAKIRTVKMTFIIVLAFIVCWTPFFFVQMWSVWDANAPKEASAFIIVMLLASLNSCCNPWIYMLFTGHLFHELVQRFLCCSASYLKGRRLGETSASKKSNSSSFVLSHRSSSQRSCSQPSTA
MEKK3 PB1 HTS: modulators (inhibitors or enhancers) of MEK5 binding to human MEKK3 PB1 domain; Q99759; AID 1529; bead-based flow cytometry, Alexa488-MEK5 binding to MEKK3; actives lie on both sides; 0 = blocked by unlabeled MEK5, 100 = vehicle; binding response (% of control), % at 10 µM; 290,000 compounds, 1.4% hits;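 active = binding response more than 3 SD above or below the average of its plate-row segment, actives on both sides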;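 also: Alexa488 bead fluorescence after subtracting the streptavidin-only scavenger bead signal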
Target sequence (Q99759 whole entry, looked up, the tested form may be a part): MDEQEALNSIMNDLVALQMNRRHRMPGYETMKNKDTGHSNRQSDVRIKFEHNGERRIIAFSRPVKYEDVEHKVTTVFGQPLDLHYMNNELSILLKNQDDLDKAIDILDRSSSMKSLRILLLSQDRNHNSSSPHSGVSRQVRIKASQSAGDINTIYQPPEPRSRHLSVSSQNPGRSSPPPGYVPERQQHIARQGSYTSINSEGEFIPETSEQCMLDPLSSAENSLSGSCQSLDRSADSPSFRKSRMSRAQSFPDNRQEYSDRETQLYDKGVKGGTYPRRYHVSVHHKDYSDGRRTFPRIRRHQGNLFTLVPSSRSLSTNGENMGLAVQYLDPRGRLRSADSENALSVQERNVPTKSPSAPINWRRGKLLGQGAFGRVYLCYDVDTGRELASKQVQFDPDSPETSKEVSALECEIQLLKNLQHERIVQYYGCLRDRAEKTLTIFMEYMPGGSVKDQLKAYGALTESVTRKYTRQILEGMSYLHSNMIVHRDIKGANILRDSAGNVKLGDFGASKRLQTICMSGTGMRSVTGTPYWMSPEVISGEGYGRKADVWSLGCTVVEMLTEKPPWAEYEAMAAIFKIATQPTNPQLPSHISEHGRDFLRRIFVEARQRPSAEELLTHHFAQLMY
GPR7 antagonist: human neuropeptides B/W receptor 1 antagonism; inhibition, % at 4.4 µM; GPR7-expressing cells, fluorescence antagonist assay; AID 1861; 290,000 compounds, 1.1% hits; in the data active = inhibition above about 16%, passing the limit was not always enough;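 also: cells stimulated with the agonist NPW; 0% = agonist with vehicle and 100% = vehicle without agonist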
FID counter: counter-screen for HCV NS3 helicase inhibitors: DNA intercalator displacement. DNA fluorescent intercalator displacement, fluorescence. 290,000 compounds, 0.17% hits. inhibition, % at 7.9 µM; in the data active = inhibition above about 37%;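 also: 0% = vehicle and 100% = reference compound; higher means more ethidium bromide displaced from hairpin DNA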
PfM18AAP inh: PfM18AAP enzyme inhibition. AID 1822. 290,000 compounds, 1.2% hits. inhibition, % at 7.35 µM. recombinant PfM18AAP, H-Glu-NHMec fluorogenic cleavage;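 active = inhibition above the campaign mean inhibition over all tested compounds plus 3 SD, cut at about 28% in these data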;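 also: 0% = plate median of test compound wells and 100% = 2 mM ZnCl2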
Active calls of the source: *; / = not tested or not shown; [ ] = remark or other dose.

#	canonical_smiles	MEKK2 mut-MEK5	NALP1 inh	MEKK2 WT-MEK5	PHOSPHO1 inh	OXTR ag
1	O=C(NCCc1c[nH]c2ccccc12)c1ccccc1	11	4	101	29	0.2
2	CCCn1c(SC(C)C(=O)O)nc2ccccc21 (stereo unspecified)	-3	9	91	9	0.7
3	N#Cc1ccsc1NC(=O)CSc1nnc(-c2ccccc2)o1	-2	9	93	23	0.8
4	COC(=O)c1c(NC(=O)c2nc3ccccc3s2)sc2c1CC(C)(C)NC2(C)C	69*	12	210*	8	1.1
5	Cc1nc(SCC(=O)N2CCN(C(=O)c3ccco3)CC2)c2c(C)c(C)sc2n1	9	1	112	2	3.2
6	CC1CCCC(C)N1C(=O)c1cc(-c2ccc(Cl)c(Cl)c2)on1 (stereo unspecified)	6	6	108	-28	-1.2
7	CN1CCN(S(=O)(=O)c2ccc([N+](=O)[O-])cc2)CC1	3	10	104	40	1.1
8	CCCNC(=O)Cc1cc(=O)[nH]c(=O)[nH]1	6	14	110	50	0.1
9	CCOc1ccc(C2Sc3ccccc3NC3=C2C(=O)OC3)cc1 (stereo unspecified)	4	1	111	16	-0.6
10	CCn1c(SCC(=O)N/N=C(\C)c2ccco2)nnc1-c1ccccc1	1	-2	99	24	-1.4
11	CCOc1ccc(S(=O)(=O)N2CCCCCC2)cc1	7	3	111	4	-1.2
12	O=C(Cn1ncc2c(=O)oc3ccccc3c21)N1CCc2ccccc2C1	5	11	106	-5	-1.8
13	Nc1cc2ccccc2oc1=O	9	0	99	23	-1.0
14	COC(=O)c1ncn(C2OC(COC(C)=O)C(OC(C)=O)C2OC(C)=O)n1 (stereo unspecified)	-2	21	98	0	0.5
15	CC(C)(C)c1cc(NC(=O)CCl)n(-c2ccccc2)n1	-1	/	94	30	0.0

#	MEKK3 PB1 HTS	GPR7 antagonist	FID counter	PfM18AAP inh
1	95	-3	-2	1
2	87	-1	2	5
3	95	2	0	3
4	108	-7	-5	6
5	96	-1	-19	-2
6	106	-7	-1	4
7	106	-21	0	2
8	106	-11	-3	-4
9	107	-10	-14	-6
10	104	-2	-10	4
11	105	5	-14	-8
12	110	15	-11	-7
13	104	-5	-11	14
14	95	-9	-4	2
15	93	-20	1	6

Next records.
#	canonical_smiles	MEKK2 mut-MEK5	NALP1 inh	MEKK2 WT-MEK5	PHOSPHO1 inh	OXTR ag
16	CCC(Sc1nnc(-c2ccc(C)c(Cl)c2)n1CC)C(=O)Nc1nccs1 (stereo unspecified)	-2	-10	96	62*	13
17	Cc1ccccc1NC(=S)NNC(=O)c1cccc(Br)c1	-10	-7	78	-85	4.4
18	Cc1cc(NC(=O)c2ccc(N(C)S(=O)(=O)c3ccccc3)cc2)no1	8	12	110	-1	12
19	CCCCOCCCNCc1cccn1CCN1CCOCC1	8	12	117	/	-0.3
20	CCN(CC)S(=O)(=O)c1ccc(S(=O)(=O)Nc2ccc(C(=O)N3CCCC3)cc2)cc1	-1	-1	97	15	0.9
21	CCOC(=O)N/N=C/C=C/c1ccccc1[N+](=O)[O-]	0	-5	94	40	-1.2
22	Cc1cc(=O)oc2c(C)c(OC(C)C(=O)NC(Cc3c[nH]c4ccc(O)cc34)C(=O)O)ccc12 (stereo unspecified)	-2	3	98	34	1.2
23	O=C(O)c1ccc2cccc(Cl)c2c1O	9	3	112	-18	0.5
24	CCOc1ccc(CN2CCN(Cc3cn(CC)nc3C)CC2CCO)cc1 (stereo unspecified)	3	11	115	39	-0.2
25	Brc1ccc(Oc2ncc(CN3CCOCC3)s2)cc1	0	15	95	33	-0.2
26	Cc1ccccc1Cn1ccc(NC(=O)c2cc3ncc(Br)cn3n2)n1	-3	11	100	-1	-0.8
27	COc1ccc(NC(=O)Nc2ccc(F)cc2)c(C)c1	-2	14	94	44	0.4
28	CNC(=O)NC(=O)COC(=O)c1n[nH]c2ccccc12	-3	20	102	12	1.2
29	O=C(O)CCNc1ccc2c(c1)OCCO2	5	9	107	14	-0.7
30	OCCN(CCO)c1ccc(C(c2ccccc2Cl)c2ccc(N(CCO)CCO)cc2Cl)c(Cl)c1	12	28	115	1	-0.2

#	MEKK3 PB1 HTS	GPR7 antagonist	FID counter	PfM18AAP inh
16	101	16	-35	-8
17	66	-11	0	2
18	105	0	-17	-4
19	111	-12	5	1
20	100	-9	-29	0
21	98	-12	1	9
22	97	5	-18	-8
23	105	1	-4	-1
24	117	-3	-8	4
25	100	-9	-12	-9
26	95	-1	-4	-2
27	95	-5	-2	1
28	98	-1	-1	-8
29	106	-7	1	16
30	102	8	-26	-2

5 compounds drawn at random from the list so far, as already listed:
#	canonical_smiles	MEKK2 mut-MEK5	NALP1 inh	MEKK2 WT-MEK5	PHOSPHO1 inh	OXTR ag
16	CCC(Sc1nnc(-c2ccc(C)c(Cl)c2)n1CC)C(=O)Nc1nccs1 (stereo unspecified)	-2	-10	96	62*	13
29	O=C(O)CCNc1ccc2c(c1)OCCO2	5	9	107	14	-0.7
21	CCOC(=O)N/N=C/C=C/c1ccccc1[N+](=O)[O-]	0	-5	94	40	-1.2
26	Cc1ccccc1Cn1ccc(NC(=O)c2cc3ncc(Br)cn3n2)n1	-3	11	100	-1	-0.8
28	CNC(=O)NC(=O)COC(=O)c1n[nH]c2ccccc12	-3	20	102	12	1.2

#	MEKK3 PB1 HTS	GPR7 antagonist	FID counter	PfM18AAP inh
16	101	16	-35	-8
29	106	-7	1	16
21	98	-12	1	9
26	95	-1	-4	-2
28	98	-1	-1	-8

(list continues)
#	canonical_smiles	MEKK2 mut-MEK5	NALP1 inh	MEKK2 WT-MEK5	PHOSPHO1 inh	OXTR ag
31	CN1CCN(S(=O)(=O)c2cccc(C(=O)Nc3cc(C(N)=O)cc(C(N)=O)c3)c2)CC1	1	6	103	16	0.0
32	O=C(COc1ccc(Br)cc1)N/N=C1/SCC(=O)N1Cc1ccccc1	0	21	103	14	-0.2
33	CCN(C(=O)CN1CCN(S(=O)(=O)c2cc(Cl)ccc2Cl)CC1)c1c(N)n(Cc2ccccc2)c(=O)[nH]c1=O	-2	31	103	-5	-0.1
34	COC(=O)C1(Cc2cc(-c3ccccc3)no2)CCN(C(=O)OC(C)(C)C)CC1	-6	16	105	-193	-1.9
35	COc1ccccc1C1CC(=O)NC(SCC(=O)Nc2ccccc2)=C1C#N (stereo unspecified)	11	7	112	6	4.0
36	O=C(Nc1ccc(N2CCCCC2)c(Cl)c1)c1cccnc1	5	0	111	-13	-1.7
37	CCOn1c(=O)c(-c2cccc(Br)c2)[n+]([O-])c2ccccc21	0	10	101	29	/
38	O=C(c1ccco1)N1CCN(CCOc2ccc(F)cc2)CC1	3	8	103	20	0.1
39	Cc1ccc(NC(=O)Cn2nnc(C(=O)NCc3ccco3)c2N)c(C)c1	1	-1	99	22	0.8
40	COc1cccc(C2(c3cccc(OC)c3)CC2C(=O)Nc2cccc3ccccc23)c1 (stereo unspecified)	-8	16	85	4	-2.5
41	O=C(COC(=O)CNS(=O)(=O)c1ccc(F)c(F)c1F)Nc1ccc(OC(F)F)cc1	-3	36	89	-8	1.5
42	CCN1CCc2c(sc(NC(=O)Cc3ccccc3)c2C(N)=O)C1	2	3	101	28	-0.1
43	CCOc1ccc(/C=N/Nc2cc(C)nc(N3CCOCC3)n2)cc1	-1	-1	102	11	-1.2
44	Cc1ccc(NC(=O)CN(C)C(=O)/C=C/c2cccs2)cc1	-1	/	106	9	-0.4
45	O=C1C(=O)N(Cc2ccccc2)C(=O)N1CCOc1ccccc1	-8	-10	85	27	/

#	MEKK3 PB1 HTS	GPR7 antagonist	FID counter	PfM18AAP inh
31	102	4	7	1
32	106	-4	-15	1
33	100	-11	-5	2
34	102	2	-49	3
35	108	1	-9	-3
36	106	-7	-19	0
37	99	-16	-4	4
38	104	24	-6	-2
39	94	-16	-11	1
40	92	-7	7	3
41	83	12	-6	13
42	102	-1	-1	-2
43	96	-5	-6	-6
44	118	6	-5	7
45	94	-2	-5	4

(further entries)
#	canonical_smiles	MEKK2 mut-MEK5	NALP1 inh	MEKK2 WT-MEK5	PHOSPHO1 inh	OXTR ag
46	O=C(CSc1nc2ccccc2nc1N1CCCC1)Nc1ccc(F)cc1	-10	8	86	10	0.5
47	CCn1nc(C)cc1C(=O)OCC(=O)c1ccc(Cl)cc1	2	2	101	29	-0.6
48	O=C(C[C@@H]1NS(=O)(=O)OC2CCCCC21)c1ccccc1 (stereo partly specified)	12	19	107	-2	-1.7
49	CC(C)CC1NC(=O)N(CC(=O)N2CCN(S(=O)(=O)c3ccc(Cl)cc3)CC2)C1=O (stereo unspecified)	-6	18	95	24	0.6
50	COc1cc(N2C(=O)c3ccccc3C2=O)c(Cl)cc1C(=O)OCC(=O)N1CCOCC1	-4	0	93	23	0.0
51	COc1ccccc1NC(=O)CSc1nnc(C)n1CC1CCCO1 (stereo unspecified)	12	31	111	2	-0.1
52	CCN(C(C)=O)c1cccc2ccccc12	4	4	105	-7	-0.3
53	COc1ccccc1C(=O)C1CCCN(C(=O)c2snnc2C)C1 (stereo unspecified)	8	12	100	11	-0.4
54	COc1ccc(CC(CN)c2ccccc2)cc1 (stereo unspecified)	9	2	109	19	-0.5
55	CCCCCCn1c(=O)c(-c2ccccc2)c(O)c2ccccc21	-1	12	99	-9	-1.9
56	CCN1CCC(C(N)=O)CC1	-35	0	0.0*[inhibitor]	14	0.5
57	O=C(NNC(=O)c1ccc(Br)s1)NC1CCCCC1	-5	14	98	8	/
58	CCCc1cc(=O)oc2cc(OCC(=O)NCCc3c[nH]c4ccc(OC)cc34)ccc12	1	12	101	3	4.6
59	COc1cc2c(cc1OC)C(Nn1cnnc1)=NC1(CCCC1)C2	4	-6	106	15	-0.3
60	O=C(Nc1cccc2cccnc12)c1cccnc1	-1	23	94	29	-2.1

#	MEKK3 PB1 HTS	GPR7 antagonist	FID counter	PfM18AAP inh
46	98	3	-18	6
47	102	-13	-38	-7
48	102	-13	-7	1
49	91	6	-19	-17
50	91	20	-31	8
51	108	7	-5	-5
52	109	-8	-5	2
53	101	-25	-10	3
54	99	3	-4	2
55	100	-11	-32	13
56	0.0*[inhibitor]	-6	-3	1
57	101	12	-16	28*
58	100	-2	-33	-7
59	106	-7	-8	-4
60	94	-6	1	3

(further entries)
#	canonical_smiles	MEKK2 mut-MEK5	NALP1 inh	MEKK2 WT-MEK5	PHOSPHO1 inh	OXTR ag
61	Cc1cc(C(=O)NNC(=O)C2CCCC2)c(C)o1	-2	29	94	58	0.3
62	O=C(O)CN(Cc1ccco1)S(=O)(=O)c1ccccc1	3	0	105	1	0.2
63	N#C/C(=C(/O)COc1ccccc1)c1nnc2n1CCCCC2	-3	-3	104	33	0.6
64	CC(=O)c1cc(-c2ccccc2)n(CC(=O)Nc2cc(C)cc(C)c2)c1C	-2	35	95	-9	-0.9

#	MEKK3 PB1 HTS	GPR7 antagonist	FID counter	PfM18AAP inh
61	102	-11	2	-18
62	103	22	1	0
63	102	-6	-3	2
64	97	-3	-4	-10

Ordered by length of the SMILES (lowest first): 3 of the compounds above
#	canonical_smiles	MEKK2 mut-MEK5	NALP1 inh	MEKK2 WT-MEK5	PHOSPHO1 inh	OXTR ag
63	N#C/C(=C(/O)COc1ccccc1)c1nnc2n1CCCCC2	-3	-3	104	33	0.6
59	COc1cc2c(cc1OC)C(Nn1cnnc1)=NC1(CCCC1)C2	4	-6	106	15	-0.3
64	CC(=O)c1cc(-c2ccccc2)n(CC(=O)Nc2cc(C)cc(C)c2)c1C	-2	35	95	-9	-0.9

#	MEKK3 PB1 HTS	GPR7 antagonist	FID counter	PfM18AAP inh
63	102	-6	-3	2
59	106	-7	-8	-4
64	97	-3	-4	-10
